Growth percent in the NCI-60 one-dose screen (48 h, 10 µM unless noted): 100 = growth as untreated, 0 = no growth, -100 = all killed.
SK-MEL-5 – SK-MEL-5 melanoma; 80,000 compounds, 6.4% hits; AID 1794755
SK-MEL-28 – SK-MEL-28 melanoma | 81,000 compounds, 4.1% hits | AID 1794761
SK-MEL-2 – SK-MEL-2 melanoma. 77,000 compounds, 4.7% hits. AID 1794763
HOP-92 – HOP-92 NSCLC cells | 71,000 compounds, 6.3% hits | AID 1794738
M14 – M14 melanoma; 80,000 compounds, 6.2% hits; AID 1794745
EKVX – EKVX NSCLC. 71,000 compounds, 3% hits. AID 1794765
HOP-62 – HOP-62 NSCLC; 80,000 compounds, 3.9% hits; AID 1794735
A549/ATCC – A549/ATCC NSCLC; 81,000 compounds, 3.7% hits
* hit, by the source's call; x = not tested or not shown; & = joins results of further samples. The calls were made as follows: active = growth percent below 10; inactive = the rest. Some of the compounds tested; the hit share may differ from the screen's.

| SMILES | SK-MEL-5 | SK-MEL-28 | SK-MEL-2 | HOP-92 | M14 | EKVX | HOP-62 | A549/ATCC |
| --- | --- | --- | --- | --- | --- | --- | --- | --- |
| O=C(Nc1ccc(Cl)cc1F)c1ccccc1O | -48* | 30 | 2.6* | -14* | 46 | 66 | 43 | 46 |
| C/C=C/C(=O)N(CC)c1ccccc1C | 101&101 | 112&102 | 102&124 | 94&100 | 105 | 96&90 | 123&97 | 101&94 |
| O=C(CCCl)NCc1ccccc1 | 105 | 112 | 103 | 131 | 97 | 103 | 93 | 101 |
| O=C(O)CCC(=O)c1ccc(-c2ccccc2)cc1 | 98 | 99 | 112 | 72 | 108 | 96 | 92 | 106 |
| CCCCNc1ccc(C(=O)OCCN(C)C)cc1 | 107 | 113 | 105 | x | 96 | 97 | 104 | 103 |
| CC(=O)Nc1ccc(C(=O)/C=C/c2ccccc2)cc1 | 92 | 93 | 78 | 48 | x | 95 | 101 | 76 |
| CC1(C)O[C@@H]2CC3C4C[C@H](F)C5=CC(=O)C=C[C@]5(C)[C@@]4(F)[C@@H](O)C[C@]3(C)[C@]2(C(=O)CO)O1 (stereo not given in full) | 97 | 108 | 106 | 67 | 97 | 74 | 100 | x |
| COc1ccc(C2CNC(=O)C2)cc1OC1CCCC1 (stereo not given) | 98 | 115 | 118 | 87 | 117 | 101 | 96 | 94 |
| CCN(CC)CCOC(=O)c1ccc(N)cc1 | 103&103 | 106&117 | 115&101 | 111 | 106&96 | 90&112 | 97&103 | 105&107 |
| c1ccc2c(c1)CN[C@@H](CN(CCCCN1CCOCC1)[C@H]1CCCc3cccnc31)C2 | 104 | 100 | 103 | 52 | 90 | 87 | 81 | 93 |
| COc1ccc2[nH]cc(-c3nnc(N)nc3-c3cn(C)c4ccc(Br)cc34)c2c1 | 99 | 100 | 111 | 100 | 98 | 101 | 95 | 102 |
| COc1ccc2[nH]cc(-c3nc(N)nnc3-c3cn(C)c4ccccc34)c2c1 | 99 | 97 | 102 | x | 94 | 100 | 81 | 96 |
| Cn1cc(C(=O)c2nc(-c3cn(C)c4ccc(Cl)cc34)no2)c2cc(Br)ccc21 | 94 | 114 | 106 | 104 | 94 | 104 | 88 | 92 |
| CC1=C(C(=O)Nc2ccc(S(N)(=O)=O)cc2)C(c2cccc(O)c2)NC(=S)N1 (stereo not given) | 103 | 105 | 97 | 108 | 107 | 93 | 104 | 113 |
| Cc1cc([C@@H](C)Nc2ccccc2C(=O)O)c2nc(N3CCOCC3)cc(=O)n2c1 | 53 | 44 | x | 14 | 46 | 62 | 38 | 32 |
| CCCc1nc(C(C)(C)O)c(C(=O)O)n1Cc1ccc(-c2ccccc2-c2nn[nH]n2)cc1 | 110 | 108 | x | 92 | 109 | 106 | x | 99 |
| O=C(c1ccc2nc(NS(=O)(=O)c3ccc4ccccc4c3)sc2c1)N1CCN(Cc2ccc3c(c2)OCO3)CC1 | 98 | 114 | 76 | 79 | 97 | 104 | 89 | 84 |
| N#Cc1c(-c2ccccc2)nc(N=Nc2c(O)[nH]c3ccccc23)[nH]c1=O | x | 114 | 106 | 101 | 101 | 101 | 100 | 104 |
| [2H]C([2H])([2H])c1nc2c(F)cc(-c3nc(Nc4ccc(CN5CCN(C([2H])([2H])C)CC5)cn4)ncc3F)cc2n1C(C)C | 44 | 69 | 58 | 41 | 46 | 60 | 63 | 33 |
| CN1CCC(CNc2ccc3ncc(-c4cccc(OC(F)(F)F)c4)n3n2)CC1 | -99* | -86* | x | -57* | -73* | 4.3* | -53* | -38* |
| CC1Cc2ccccc2N1NC(=O)c1ccc(Cl)c(S(N)(=O)=O)c1 (stereo not given) | 101 | 104 | 99 | 45 | 98 | 108 | 96 | 107 |
| Cc1cccc2c1NC(=O)C2(c1ccc(O)cc1)c1ccc(O)cc1 | 96 | 106 | 89 | 49 | 94 | 76 | 92 | 72 |
| CC(=O)O[C@@]12CO[C@@H]1C[C@H](O)[C@@]1(C)C(=O)[C@H](O)C3=C(C)[C@@H](OC(=O)[C@H](O)[C@@H](NC(=O)OC(C)(C)C)c4ccccc4)C[C@@](O)([C@@H](OC(=O)c4ccccc4)C12)C3(C)C (stereo not given in full) | 29 | 78 | x | 56 | 36 | 59 | x | 39 |
| CN1CCCN=C1COC(=O)C(O)(c1ccccc1)C1CCCCC1 (stereo not given) | x | 109 | 99 | x | 101 | 101 | 104 | 101 |
| CC(/C=C/c1ccccc1)=N\OCC(=O)Nc1ccc(Cl)cc1 | 99 | 112 | 93 | 93 | 103 | x | 87 | 97 |
| CC(/C=C/c1ccc(Cl)cc1)=N\OCC(=O)O | 102 | 109 | x | x | 102 | x | 100 | 106 |
| CC(C)(O)CC(=O)NCCn1ccc2ncnc(Nc3ccc(Oc4cccc(C(F)(F)F)c4)c(Cl)c3)c21 | -20* | -0.5* | x | -23* | -1.4* | 8.1* | -12* | 1.1* |
| C[C@@H]1CC2C3CCC4=CC(=O)C=C[C@]4(C)[C@@]3(Cl)[C@@H](O)C[C@]2(C)[C@@]1(OC(=O)c1ccco1)C(=O)CCl (stereo not given in full) | 55 | 89 | 77 | x | 82 | 62 | 94 | 34 |
| Cc1cc(O)c(C)c(C)c1O | 105 | 115 | x | 103 | 102 | 87 | 106 | 115 |
| CC12CCC(=O)C=C1CCC1C2CCC2(C)C1CCC2(O)C(=O)CO (stereo not given) | 113 | 112 | 110 | 108 | 106 | 115 | 99 | 89 |
| Oc1ccc2c(c1)OCC1(O)Cc3cc(O)c(O)cc3C21 (stereo not given) | 95 | x | 66 | x | 91 | 107 | 82 | 94 |
| COC(=O)C(C)(C)C1Oc2ccc(Cl)cc2C(=O)/C1=C\NS(=O)(=O)c1ccc(C)cc1 (stereo not given) | 97 | 108 | 102 | 87 | 106 | 98 | 92 | 93 |
| Cc1c(F)cc(C(=O)NC2CC2)cc1-c1ccc(C(=O)NCC(C)(C)C)cn1 | 102&100 | 101&107 | 99 | 103&91 | 91&86 | 91&89 | 61&91 | 69&77 |
| COc1ccc(-c2ccc3c(N4CCOC[C@@H]4C)nc(N4CCOC[C@@H]4C)nc3n2)cc1CO | -27* | -17* | x | -21* | 6.2* | 7.5* | -13* | -13* |
| CNC(=O)c1nn(C)c2c1C(C)(C)Cc1cnc(Nc3ccc(N4CCN(C)CC4)cc3)nc1-2 | 7.3* | 16 | x | 3.8* | 13 | 5.7* | -9.5* | -0.8* |
| COc1ccc2c(c1)c(-c1nnc(N)nc1-c1c[nH]c3ccccc13)cn2C | 86 | 81 | 95 | 65 | 80 | 65 | 82 | 78 |
| O=C(O)c1ccc2ccccc2c1O | 103 | 114 | 91 | 83 | x | 102 | 95 | 94 |
| O=C(/C=C/c1ccc(Cl)c(Cl)c1)c1ccc(Cl)nc1 | 99 | 114 | 106 | 99 | 101 | 109 | 94 | 91 |
| CCN(CC)CCNC(C(=O)OCCC(C)C)c1ccccc1 (stereo not given) | 101 | 100 | 92 | 88 | 92 | 108 | 92 | 103 |
| Oc1cc2c(cc1O)[C@H]1c3ccc(O)c(O)c3OC[C@@]1(O)C2 | 98 | 106 | 84 | 112 | 109 | 105 | 100 | 103 |
| COc1ccc(C2CC(c3c(O)ccc4c(C)cc(=O)oc34)=NN2c2ccc(S(N)(=O)=O)cc2)cc1 (stereo not given) | 102 | 108 | 110 | 86 | 111 | 115 | 111 | 100 |
| CCOc1cc2ncc(C#N)c(Nc3ccc(OCc4ccccn4)c(Cl)c3)c2cc1NC(=O)/C=C/CN(C)C | 15 | -79* | x | 39 | -82* | 21 | 39 | 22 |
| N=C(N)c1ccc(NC(=O)COCC(=O)Nc2ccc(C(=N)N)cc2)cc1 | 104 | 114 | 91 | 89 | 104 | 106 | 97 | 91 |
| CCc1ccc(CCOc2ccc(CC3SC(=O)NC3=O)cc2)nc1 (stereo not given) | x | 106 | 89 | x | 99 | 91 | 92 | 97 |
| Brc1ccc([C@@H]2C[C@@H]3Cc4ccc5ccccc5c4N2O3)s1 | 95 | 101 | x | x | 102 | 85 | 85 | 76 |

An excerpt from above in order of length of the SMILES, ascending.
| SMILES | SK-MEL-5 | SK-MEL-28 | SK-MEL-2 | HOP-92 | M14 | EKVX | HOP-62 | A549/ATCC |
| --- | --- | --- | --- | --- | --- | --- | --- | --- |
| O=C(Nc1ccc(Cl)cc1F)c1ccccc1O | -48* | 30 | 2.6* | -14* | 46 | 66 | 43 | 46 |
| CC1Cc2ccccc2N1NC(=O)c1ccc(Cl)c(S(N)(=O)=O)c1 (stereo not given) | 101 | 104 | 99 | 45 | 98 | 108 | 96 | 107 |
| COC(=O)C(C)(C)C1Oc2ccc(Cl)cc2C(=O)/C1=C\NS(=O)(=O)c1ccc(C)cc1 (stereo not given) | 97 | 108 | 102 | 87 | 106 | 98 | 92 | 93 |

The list continues:
| SMILES | SK-MEL-5 | SK-MEL-28 | SK-MEL-2 | HOP-92 | M14 | EKVX | HOP-62 | A549/ATCC |
| --- | --- | --- | --- | --- | --- | --- | --- | --- |
| CN1CCN(c2ccc(OC(F)(F)F)c(Nc3ncc4c(n3)-c3c(c(C(N)=O)nn3CCO)CC4)c2)CC1 | 23 | 89 | x | 26 | 10 | 36 | 5.2* | 9.1* |
| CC(=O)CCCCn1c(=O)c2c(ncn2C)n(C)c1=O | x | 105 | 121 | 101 | 108 | 113 | 110 | 105 |
| Cc1cc(Nc2nc(N[C@@H](C)c3ncc(F)cn3)ncc2Cl)n[nH]1 | 96 | 88 | x | 108 | 59 | 100 | 60 | 66 |
| O=C(O)c1cccnc1Nc1cccc(C(F)(F)F)c1 | 103 | 112 | 124 | x | 104 | 97 | 95 | 93 |
| CCn1cc(C(=O)O)c(=O)c2cnc(N3CCNCC3)nc21 | 96 | 109 | 91 | x | 97 | 108 | 102 | 106 |
| COC(=O)[C@H](O)[C@H]1C(C)(C)[C@H](O)C2CC3=C4CC(=O)O[C@@H](c5ccoc5)[C@]4(C)CC[C@@H]3[C@@]1(C)C2=O | 95 | 105 | 93 | 97 | 99 | 97 | 87 | 89 |
| Cn1cc(-c2nc(N)nnc2-c2c[nH]c3ccc(F)cc23)c2ccccc21 | 93 | 111 | 120 | 97 | 97 | 86 | 84 | 92 |

Filtered by structure, the compounds so far with a Cl atom.
| SMILES | SK-MEL-5 | SK-MEL-28 | SK-MEL-2 | HOP-92 | M14 | EKVX | HOP-62 | A549/ATCC |
| --- | --- | --- | --- | --- | --- | --- | --- | --- |
| O=C(Nc1ccc(Cl)cc1F)c1ccccc1O | -48* | 30 | 2.6* | -14* | 46 | 66 | 43 | 46 |
| O=C(CCCl)NCc1ccccc1 | 105 | 112 | 103 | 131 | 97 | 103 | 93 | 101 |
| Cn1cc(C(=O)c2nc(-c3cn(C)c4ccc(Cl)cc34)no2)c2cc(Br)ccc21 | 94 | 114 | 106 | 104 | 94 | 104 | 88 | 92 |
| CC1Cc2ccccc2N1NC(=O)c1ccc(Cl)c(S(N)(=O)=O)c1 (stereo not given) | 101 | 104 | 99 | 45 | 98 | 108 | 96 | 107 |
| CC(/C=C/c1ccccc1)=N\OCC(=O)Nc1ccc(Cl)cc1 | 99 | 112 | 93 | 93 | 103 | x | 87 | 97 |
| CC(/C=C/c1ccc(Cl)cc1)=N\OCC(=O)O | 102 | 109 | x | x | 102 | x | 100 | 106 |
| CC(C)(O)CC(=O)NCCn1ccc2ncnc(Nc3ccc(Oc4cccc(C(F)(F)F)c4)c(Cl)c3)c21 | -20* | -0.5* | x | -23* | -1.4* | 8.1* | -12* | 1.1* |
| C[C@@H]1CC2C3CCC4=CC(=O)C=C[C@]4(C)[C@@]3(Cl)[C@@H](O)C[C@]2(C)[C@@]1(OC(=O)c1ccco1)C(=O)CCl (stereo not given in full) | 55 | 89 | 77 | x | 82 | 62 | 94 | 34 |
| COC(=O)C(C)(C)C1Oc2ccc(Cl)cc2C(=O)/C1=C\NS(=O)(=O)c1ccc(C)cc1 (stereo not given) | 97 | 108 | 102 | 87 | 106 | 98 | 92 | 93 |
| O=C(/C=C/c1ccc(Cl)c(Cl)c1)c1ccc(Cl)nc1 | 99 | 114 | 106 | 99 | 101 | 109 | 94 | 91 |
| CCOc1cc2ncc(C#N)c(Nc3ccc(OCc4ccccn4)c(Cl)c3)c2cc1NC(=O)/C=C/CN(C)C | 15 | -79* | x | 39 | -82* | 21 | 39 | 22 |
| Cc1cc(Nc2nc(N[C@@H](C)c3ncc(F)cn3)ncc2Cl)n[nH]1 | 96 | 88 | x | 108 | 59 | 100 | 60 | 66 |

From PubChem BioAssay
